High-throughput results (PubChem)
K1F lysis inhibition – protection from phage-mediated lysis, alamar blue read-out – E. coli UTI89, K1F phage, bacterial capsule biogenesis inhibitors (AID 488966). inhibition, % at 100 µM, or IC50 in µM where a hit was titrated. 340,000 tested, 0.02% active. E. coli UTI89 K1F phage lysis, alamar blue, 2 h; higher % means a stronger effect;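 active = phage lysis inhibition, versus mean bacterial control, above a set limit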;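 also: capsule biogenesis inhibitors block K1F phage lysis so surviving cells raise fluorescence; higher fluorescence means more inhibition of phage lysis; actives were called in the ten point dose series up to 300 µM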
Myeloid diff 2 – compounds promoting myeloid differentiation | 360,000 tested, 1% active | ER-HoxA9 myeloid progenitors, lysozyme-GFP differentiation, flow cytometry | calls only at 10 µM;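 active = normalized GFP-positive differentiation at or above the plate's own cutoff, the solvent-only control mean plus 3 SD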;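 also: cells exposed to compound for four days before flow analysis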
Myeloid diff 2 GFP+ MAC1+ % – recorded beside Myeloid diff 2, whose call it bears; GFP+ MAC1+ double positive, %; measured here: differentiation confirmed by MAC1 staining
Numbers without * were called inactive; [ ] = another dose, or the depositor's remark. These rows are one share of the data (hit frequency here may not be typical).

COc1cc(Cl)c(C)cc1NC(=O)COC(=O)C1=COCCO1 was read as K1F lysis inhibition 1.0%[50 µM], Myeloid diff 2 inactive and Myeloid diff 2 GFP+ MAC1+ % 0.9.
For Cc1cc(NC(=O)COC(=O)CNS(=O)(=O)c2c(F)cc(F)cc2Br)no1 the results were K1F lysis inhibition -1.6%, Myeloid diff 2 inactive and Myeloid diff 2 GFP+ MAC1+ % 0.3.
CC(=O)Nc1cc(C(F)(F)F)ccc1OCCOc1ccccc1 was read as K1F lysis inhibition -0.8%, Myeloid diff 2 inactive and Myeloid diff 2 GFP+ MAC1+ % 0.9.
COc1ccc(OC)c(NC(=O)c2cc(-c3cc(C)cc(C)c3O)n[nH]2)c1 was read as K1F lysis inhibition 0.3%, Myeloid diff 2 inactive and Myeloid diff 2 GFP+ MAC1+ % 0.3.
`CCc1noc(C)c1C(=O)N(CC)c1nc2c(C)cccc2s1` gave K1F lysis inhibition -0.4%[50 µM], Myeloid diff 2 inactive and Myeloid diff 2 GFP+ MAC1+ % 1.1.
COC(=O)CCC(=O)OC1(C)C(=O)C2=CN(Cc3ccc4c(c3)OCO4)C(c3ccc(OC)cc3)=CC2=C(Br)C1=O (stereo unspecified) was read as K1F lysis inhibition 0.6%, Myeloid diff 2 inactive and Myeloid diff 2 GFP+ MAC1+ % 3.8.
For O=C1C[C@@H]2c3c(cccc3CN1Cc1ccccc1Cl)C[C@@H](O)[C@H]2O the results were K1F lysis inhibition 0.4%, Myeloid diff 2 inactive and Myeloid diff 2 GFP+ MAC1+ % 2.3.
COc1ccc(/C=C/C(=O)OCC(=O)NC2CCCC2)c(OC)c1 was read as K1F lysis inhibition 0.6%[50 µM], Myeloid diff 2 inactive and Myeloid diff 2 GFP+ MAC1+ % 0.3.
`COC(=O)N[C@@H]1C[C@H]2[C@@H]3CC[C@H]4C[C@@H](OC)CC[C@]4(C)[C@H]3CC[C@]12C` gave K1F lysis inhibition -0.6%, Myeloid diff 2 inactive and Myeloid diff 2 GFP+ MAC1+ % 1.6.
`CC(=O)Nc1ccc(NC(=O)CSc2nnc(C3CC3)n2-c2ccccc2)cc1` gave K1F lysis inhibition 0.5%[50 µM], Myeloid diff 2 inactive and Myeloid diff 2 GFP+ MAC1+ % 0.8.
COc1ccc([C@H]2CC(=O)C=C(c3ccc(F)cc3OCc3ccccc3)C2)cc1 was read as K1F lysis inhibition 1.1%, Myeloid diff 2 inactive and Myeloid diff 2 GFP+ MAC1+ % 0.9.
Screening CCc1ccc2c(CC(=O)Nc3cccc(S(=O)(=O)N4CCOCC4)c3)coc2c1 returned K1F lysis inhibition -0.5%[50 µM], Myeloid diff 2 inactive and Myeloid diff 2 GFP+ MAC1+ % 0.5.
Screening CC1CCN(C(=O)c2ccc(S(=O)(=O)N3CCCCCC3)cc2)CC1 returned K1F lysis inhibition 0.1%[50 µM], Myeloid diff 2 inactive and Myeloid diff 2 GFP+ MAC1+ % 0.3.
`C#CCOCCOCCOCCNc1nc(N2CCN(C(=O)Cn3cc(CCCN=C(N)N)nn3)CC2)nc(N2CCN(C(=O)Cn3cc(CC(C)O)nn3)CC2)n1` (stereo unspecified) gave K1F lysis inhibition 1.3%, Myeloid diff 2 inactive and Myeloid diff 2 GFP+ MAC1+ % 0.0.
CC(=O)OC1C=CCC2C(=O)c3cccc(O)c3C(O)C12 (stereo unspecified) was read as K1F lysis inhibition -1.0%, Myeloid diff 2 inactive and Myeloid diff 2 GFP+ MAC1+ % 1.3.
For O=C(CCN=C1NS(=O)(=O)c2ccccc21)OCc1nnc(-c2ccc([N+](=O)[O-])cc2)o1 the results were K1F lysis inhibition 1.2%, Myeloid diff 2 inactive and Myeloid diff 2 GFP+ MAC1+ % 0.7.
Screening O=C(COc1ccc(Cl)cc1Br)NC(=O)NC1CCCC1 returned K1F lysis inhibition 2.1%[50 µM], Myeloid diff 2 inactive and Myeloid diff 2 GFP+ MAC1+ % 0.2.
Screening CN(C)C(CNC(=O)CSc1nc2sc3c(c2c(=O)n1C)CCC3)c1ccccc1 (stereo unspecified) returned K1F lysis inhibition 0.0%[50 µM], Myeloid diff 2 inactive and Myeloid diff 2 GFP+ MAC1+ % 0.8.
For CSc1ccc(CN(C)C(=O)CN2C(=O)NC3(CCCC3)C2=O)cc1 the results were K1F lysis inhibition 1.3%[50 µM], Myeloid diff 2 inactive and Myeloid diff 2 GFP+ MAC1+ % 1.2.
For CC1CCC(NC(=O)COC(=O)CNC(=O)c2ccc3ccccc3c2)CC1 (stereo unspecified) the results were K1F lysis inhibition -0.4%[50 µM], Myeloid diff 2 inactive and Myeloid diff 2 GFP+ MAC1+ % 0.5.
O=C1c2ccccc2C(O)(c2ccccc2)N1c1ccc([N+](=O)[O-])cc1Cl (stereo unspecified) was read as K1F lysis inhibition 0.1%, Myeloid diff 2 inactive and Myeloid diff 2 GFP+ MAC1+ % 1.2.
CS(=O)(=O)c1cccc(-c2nnc(NC(=O)c3ccc(S(=O)(=O)N4CCCC4)cc3)o2)c1 was read as K1F lysis inhibition 1.4%[50 µM], Myeloid diff 2 inactive and Myeloid diff 2 GFP+ MAC1+ % 0.6.
Screening Cc1cnc(C(=O)OCC(=O)NC(=O)c2ccccc2)cn1 returned K1F lysis inhibition 1.1%[50 µM], Myeloid diff 2 inactive and Myeloid diff 2 GFP+ MAC1+ % 1.6.
`CCN(CC)CCC(O)(c1ccc2c(c1)OCO2)c1cc(OC)c(OC)c(OC)c1` (stereo unspecified) gave K1F lysis inhibition -3.4%, Myeloid diff 2 inactive and Myeloid diff 2 GFP+ MAC1+ % 1.3.
For COc1ccc(N2CC(NS(=O)(=O)c3ccc4ccccc4c3)CC2=O)cc1OC (stereo unspecified) the results were K1F lysis inhibition 1.2%[50 µM], Myeloid diff 2 inactive and Myeloid diff 2 GFP+ MAC1+ % 0.8.
`CN(CC(=O)Nc1ccc(Cl)c(C(F)(F)F)c1)C(=O)c1ccccc1SCC(=O)N1CCCC1` gave K1F lysis inhibition 0.3%[50 µM], Myeloid diff 2 inactive and Myeloid diff 2 GFP+ MAC1+ % 0.9.
For CCOc1ncccc1C(=O)Nc1cc2c(cc1Br)OCCO2 the results were K1F lysis inhibition 0.8%[50 µM], Myeloid diff 2 inactive and Myeloid diff 2 GFP+ MAC1+ % 2.7.
O=C(c1cccc([N+](=O)[O-])c1)N1CCN(c2ccc(N3CCOCC3)nn2)CC1 was read as K1F lysis inhibition 1.6%[50 µM], Myeloid diff 2 inactive and Myeloid diff 2 GFP+ MAC1+ % 0.9.
Screening COc1ccc(-c2nc(CN3CCC(C(=O)NC4CCCc5ccccc54)CC3)c(C)o2)cc1OC (stereo unspecified) returned K1F lysis inhibition 0.4%, Myeloid diff 2 inactive and Myeloid diff 2 GFP+ MAC1+ % 0.7.
CC(C)(C)OC(=O)C[C@H]1C/C=C\C[C@H](CC(=O)NCCO)C(=O)N2CCC[C@@H]2COC1=O was read as K1F lysis inhibition 5.6%, Myeloid diff 2 inactive and Myeloid diff 2 GFP+ MAC1+ % 1.1.
Cc1ccc(NC(=O)NCC(c2ccccc2)N(C)C)cc1 (stereo unspecified) was read as K1F lysis inhibition 0.2%, Myeloid diff 2 inactive and Myeloid diff 2 GFP+ MAC1+ % 1.0.
For CC(=O)Nc1cccc(OCCOc2cccc([N+](=O)[O-])c2)c1 the results were K1F lysis inhibition 0.5%, Myeloid diff 2 inactive and Myeloid diff 2 GFP+ MAC1+ % 1.8.
For Nc1ccccc1C(=O)NCCCN1CCOCC1 the results were K1F lysis inhibition 0.0%, Myeloid diff 2 inactive and Myeloid diff 2 GFP+ MAC1+ % 0.3.
For COc1ccc(-c2nc3ccccn3c2NC2CCCCC2)cc1SC1CCCCC1 the results were K1F lysis inhibition 0.9%, Myeloid diff 2 inactive and Myeloid diff 2 GFP+ MAC1+ % 2.7.
For CCCC(=O)Nc1ccc(C(=O)COC(=O)c2c(C)noc2C)cc1 the results were K1F lysis inhibition 2.5%[50 µM], Myeloid diff 2 inactive and Myeloid diff 2 GFP+ MAC1+ % 0.4.
For CCCCn1nc(C(=O)NCC(=O)Nc2c(C)cccc2C)c2ccccc2c1=O the results were K1F lysis inhibition -1.1%, Myeloid diff 2 inactive and Myeloid diff 2 GFP+ MAC1+ % 0.2.
Screening CC(C)(CN1CCNCC1)NS(=O)(=O)c1ccc(Cl)cc1 returned K1F lysis inhibition 0.1%[50 µM], Myeloid diff 2 inactive and Myeloid diff 2 GFP+ MAC1+ % 1.7.
For CCOc1cc(C(=O)OCC(=O)Nc2cccc(S(=O)(=O)NC3=NCCCCC3)c2)cc(OCC)c1OCC the results were K1F lysis inhibition 0.0%[50 µM], Myeloid diff 2 inactive and Myeloid diff 2 GFP+ MAC1+ % 1.2.
For O=C(NCc1nnnn1-c1ccc(F)c(F)c1)c1ccc2c(c1)OCO2 the results were K1F lysis inhibition 0.9%[50 µM], Myeloid diff 2 inactive and Myeloid diff 2 GFP+ MAC1+ % 0.6.
C[C@H](CO)N1C[C@H](C)[C@@H](CN(C)S(=O)(=O)c2cn(C)cn2)Oc2ccc(NC(=O)Cc3ccccc3)cc2C1=O was read as K1F lysis inhibition 0.2%, Myeloid diff 2 inactive and Myeloid diff 2 GFP+ MAC1+ % 1.3.
Screening CCN(C(=O)COC(=O)c1ccccc1Cc1ccccc1)C1CCS(=O)(=O)C1 (stereo unspecified) returned K1F lysis inhibition 1.2%[50 µM], Myeloid diff 2 inactive and Myeloid diff 2 GFP+ MAC1+ % 0.4.
O=C(COc1ccccc1)N[C@@H]1c2ccccc2CC[C@@H]1OCc1ccccc1 was read as K1F lysis inhibition -0.2%, Myeloid diff 2 inactive and Myeloid diff 2 GFP+ MAC1+ % 0.5.
Screening O=C(COC(=O)/C=C/c1cccc(C(F)(F)F)c1)NC1CCS(=O)(=O)C1 (stereo unspecified) returned K1F lysis inhibition 1.1%[50 µM], Myeloid diff 2 inactive and Myeloid diff 2 GFP+ MAC1+ % 1.1.
For CCOC(=O)c1c(C)[nH]c(C(=O)CN2C(=O)NC(C)(C)C2=O)c1C the results were K1F lysis inhibition 1.0%[50 µM], Myeloid diff 2 inactive and Myeloid diff 2 GFP+ MAC1+ % 0.2.
O=C(NC12CC3CC(CC(C3)C1)C2)c1ccc(Br)o1 was read as K1F lysis inhibition -0.3%, Myeloid diff 2 inactive and Myeloid diff 2 GFP+ MAC1+ % 0.3.
`C[C@@H]1CCC[C@@]2(O[C@@H](CCO)C[C@@H](O)[C@@H]2O)O1` gave K1F lysis inhibition 0.2%, Myeloid diff 2 inactive and Myeloid diff 2 GFP+ MAC1+ % 0.7.
`COC(=O)C1(C)CCC(C(=O)Nc2ccccc2)C1(C)C` (stereo unspecified) gave K1F lysis inhibition 0.2%, Myeloid diff 2 inactive and Myeloid diff 2 GFP+ MAC1+ % 0.8.
Cc1noc(C)c1CSc1ccccc1C(=O)N(C)CC(=O)Nc1cccc(F)c1 was read as K1F lysis inhibition 0.5%[50 µM], Myeloid diff 2 inactive and Myeloid diff 2 GFP+ MAC1+ % 0.6.
For CC1(CCc2ccccc2)NC(=O)N(CC(=O)Nc2ccccc2C#N)C1=O (stereo unspecified) the results were K1F lysis inhibition 0.5%[50 µM], Myeloid diff 2 inactive and Myeloid diff 2 GFP+ MAC1+ % 0.3.
Screening O=C(c1cccc(Cl)c1)N1CCC2CC1c1cc(-c3ccc(F)cc3)ccc12 (stereo unspecified) returned K1F lysis inhibition 0.3%, Myeloid diff 2 inactive and Myeloid diff 2 GFP+ MAC1+ % 0.6.
`Cc1cc(C)n(CCCNC(=O)c2ccc(C)c(S(=O)(=O)N3CCOCC3)c2)n1` gave K1F lysis inhibition 1.9%[50 µM], Myeloid diff 2 inactive and Myeloid diff 2 GFP+ MAC1+ % 0.7.
`COc1ccccc1C(=O)NC(=O)COC(=O)CN1C(=O)NC2(CCCCC2C)C1=O` (stereo unspecified) gave K1F lysis inhibition 1.3%[50 µM], Myeloid diff 2 inactive and Myeloid diff 2 GFP+ MAC1+ % 0.9.
For CC(=O)OC/C=C(\C)CCC=C(C)C the results were K1F lysis inhibition 0.4%, Myeloid diff 2 inactive and Myeloid diff 2 GFP+ MAC1+ % 1.6.

An excerpt from above in order of formula weight, smallest number first.
For CC(=O)OC/C=C(\C)CCC=C(C)C the results were K1F lysis inhibition 0.4%, Myeloid diff 2 inactive and Myeloid diff 2 GFP+ MAC1+ % 1.6.
`C[C@@H]1CCC[C@@]2(O[C@@H](CCO)C[C@@H](O)[C@@H]2O)O1` gave K1F lysis inhibition 0.2%, Myeloid diff 2 inactive and Myeloid diff 2 GFP+ MAC1+ % 0.7.
O=C(NC12CC3CC(CC(C3)C1)C2)c1ccc(Br)o1 was read as K1F lysis inhibition -0.3%, Myeloid diff 2 inactive and Myeloid diff 2 GFP+ MAC1+ % 0.3.
Screening O=C(c1cccc(Cl)c1)N1CCC2CC1c1cc(-c3ccc(F)cc3)ccc12 (stereo unspecified) returned K1F lysis inhibition 0.3%, Myeloid diff 2 inactive and Myeloid diff 2 GFP+ MAC1+ % 0.6.
`Cc1cc(C)n(CCCNC(=O)c2ccc(C)c(S(=O)(=O)N3CCOCC3)c2)n1` gave K1F lysis inhibition 1.9%[50 µM], Myeloid diff 2 inactive and Myeloid diff 2 GFP+ MAC1+ % 0.7.
Cc1noc(C)c1CSc1ccccc1C(=O)N(C)CC(=O)Nc1cccc(F)c1 was read as K1F lysis inhibition 0.5%[50 µM], Myeloid diff 2 inactive and Myeloid diff 2 GFP+ MAC1+ % 0.6.
`COc1ccccc1C(=O)NC(=O)COC(=O)CN1C(=O)NC2(CCCCC2C)C1=O` (stereo unspecified) gave K1F lysis inhibition 1.3%[50 µM], Myeloid diff 2 inactive and Myeloid diff 2 GFP+ MAC1+ % 0.9.
